# Screens as filed in PubChem.
# ATXN2 expr inh – Primary qHTS for Inhibitors of ATXN expression | HEK-293 ATXN2-luciferase reporter, luminescence, 24 h | Potency, µM (highest dose often 57 µM), for the others: at the highest dose activity change, negative = inhibition, usual class: inhibitors | 360,000 tested, 0.72% active; note: % is set by controls: 0 for no effect and ±100 for the full control effect; nearly all actives have a fitted effect of over 55% in size
#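 qHTS (up to 57 uM final) was run with 24 h compound exposure of reporter cells at 37 °C. Each well was multiplexed: SteadyGlo luminescence measured ATXN2-luciferase expression after a fluorogenic Gly-Phe-AFC viability readout (25 uM final).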
# EPAC2 antag – qHTS for Antagonist of cAMP-regulated guanine nucleotide exchange factor 2 (EPAC2): primary screen; Rap guanine nucleotide exchange factor 4 (Homo sapiens), Q8WZA2; EPAC2 GEF exchange of Rap1B-BODIPY-GDP, fluorescence; Potency, µM (top dose mostly 114 µM), without a hit: at the highest dose activity, negative = inhibition, usual class: inhibitors; 360,000 tested, 0.18% active; AID 720708, 2013; note: % is set by controls: 0 for no effect and ±100 for the full control effect; nearly all actives have a fitted effect of over 45% in size; many of its hits are not listed in these tables
# Target sequence (Q8WZA2 whole entry, looked up): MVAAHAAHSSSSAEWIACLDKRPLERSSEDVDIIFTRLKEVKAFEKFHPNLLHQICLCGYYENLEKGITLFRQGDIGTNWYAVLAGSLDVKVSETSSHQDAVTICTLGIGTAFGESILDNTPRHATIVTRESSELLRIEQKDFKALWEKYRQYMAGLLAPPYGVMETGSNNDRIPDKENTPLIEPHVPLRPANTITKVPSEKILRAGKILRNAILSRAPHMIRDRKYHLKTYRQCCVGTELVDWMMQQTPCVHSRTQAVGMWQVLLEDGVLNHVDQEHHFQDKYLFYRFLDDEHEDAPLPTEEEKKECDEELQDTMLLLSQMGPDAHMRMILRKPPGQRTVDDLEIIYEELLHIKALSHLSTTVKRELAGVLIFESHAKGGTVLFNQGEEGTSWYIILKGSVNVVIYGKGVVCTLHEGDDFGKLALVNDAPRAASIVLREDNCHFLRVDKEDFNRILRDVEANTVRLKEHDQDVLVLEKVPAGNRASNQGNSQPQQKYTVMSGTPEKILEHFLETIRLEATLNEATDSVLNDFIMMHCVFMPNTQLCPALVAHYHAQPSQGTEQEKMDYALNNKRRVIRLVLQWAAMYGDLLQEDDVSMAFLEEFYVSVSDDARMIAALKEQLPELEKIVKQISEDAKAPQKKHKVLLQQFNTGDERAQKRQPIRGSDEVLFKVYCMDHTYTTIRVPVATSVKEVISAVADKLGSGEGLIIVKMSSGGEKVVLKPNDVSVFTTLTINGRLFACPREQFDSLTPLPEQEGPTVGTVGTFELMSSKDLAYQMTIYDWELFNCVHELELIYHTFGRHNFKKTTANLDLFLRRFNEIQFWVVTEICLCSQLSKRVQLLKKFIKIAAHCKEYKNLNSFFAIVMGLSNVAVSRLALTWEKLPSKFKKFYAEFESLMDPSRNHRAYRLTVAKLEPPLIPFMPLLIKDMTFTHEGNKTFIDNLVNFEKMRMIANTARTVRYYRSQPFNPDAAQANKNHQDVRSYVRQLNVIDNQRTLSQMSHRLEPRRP
# A549 viability – Nrf2 qHTS screen for inhibitors: counterscreen for cytotoxicity; 390,000 tested, 0.16% active; Potency, µM (series often up to 46 µM), for the others: at the highest dose activity change, negative = cytotoxicity, actives largely listed as inhibitors; A549 ARE-Fluc cells, CellTiter-Fluor viability, 18-24 h; note: % is set by controls: 0 for no effect and ±100 for the full control effect
#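 A549 ARE-Fluc cells in 5% FBS OPTI-MEM, 5000 cells/well, rested 2 h then exposed to compounds in concentration-response for 18-24 h at 37 °C. Viability by CellTiter-Fluor fluorescence (Ex 405/Em 525) after 30 min; luciferase luminescence (BugLite, 15 min, RT) read afterwards.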
# Nrf2 block – Nrf2 qHTS screen for inhibitors; AID 504444, 2011; A549 ARE-Fluc reporter, luciferase luminescence, 18-24 h; Potency, µM (doses to about 46 µM), without a hit: at the highest dose activity change, negative = inhibition, actives largely listed as inhibitors; 360,000 tested, 2.1% active; note: % is set by controls: 0 for no effect and ±100 for the full control effect; nearly all actives have a fitted effect of over 60% in size
#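 Nrf2 function is reported as luminescence of an ARE-controlled luciferase in A549 cells. Compounds were tested at several concentrations, and a CellTiter-Fluor read on the same wells flagged cytotoxicity.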
# TGFb inhibitor – qHTS for Inhibitors of TGF-b; HepG2 CAGA-GFP TGF-b/SMAD3 reporter, GFP fluorescence, 18 h; TGF-beta stimulated, 500 pg/mL final; Potency, µM (highest dose often 46.1 µM), for the others: at the highest dose activity, negative = inhibition, actives largely listed as inhibitors; 410,000 tested, 1.2% active; AID 588855, 2011; note: % is set by controls: 0 for no effect and ±100 for the full control effect; nearly all actives have a fitted effect of over 65% in size
#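 HEPG2 CAGA-GFP reporter cells (1000/well, DMEM with 1% FBS) received compounds, then recombinant TGF-beta at 500 pg/mL final for 18 hours at 37 degrees C. Per-cell GFP summed per well was normalised to unstimulated and stimulated DMSO controls before curve fitting.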
# Nrf2 ARE act – qHTS of Nrf2 Activators; AREc32 ARE-luciferase reporter (MCF7-derived line), luminescence, 24 h; Potency, µM (highest dose often 46.1 µM), for inactives: at the top dose activation, hits mostly activators; 410,000 tested, 0.31% active; note: % of control where 0% means no effect; nearly all actives have a fitted effect of over 65% in size
#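 ARE activation measured as luciferase luminescence (Steady-Glo, 30 min RT) in AREc32_Fluc cells after 24 hr compound exposure at 37 deg C, 5% CO2; cells seeded overnight at 1000/well in OPTI-MEM, 5% FBS.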
# ATXN viability – Viability Counterscreen for Primary qHTS for Inhibitors of ATXN expression | S2 cells (HEK-293 line with an ATXN2-luciferase reporter) viability, CellTiter-Fluor protease fluorescence, 24 h | AID 651635, 2014 | Potency, µM (titrated, usually from 56.7 µM), most hits filed as cytotoxic | 400,000 tested, 0.49% active; note: nearly all actives have a fitted effect of over 40% in size
# MCF10A rereplic – A quantitative high throughput screen for small molecules that induce DNA re-replication in MCF 10a normal breast cells; Potency, µM (titrated, usually from 46.1 µM), without a hit: top-dose activity, positive = re-replication, actives largely listed as activators; 350,000 tested, 2.9% active; MCF 10A DNA re-replication, Hoechst nuclear intensity, 48 h; AID 624296, 2012; note: % of control where 0% means no effect; nearly all actives have a fitted effect of over 50% in size
# HepG2 tox – qHTS for Inhibitors of TGF-b: Cytotox Counterscreen | 410,000 tested, 0.76% active | HepG2 CAGA-GFP viability, ATP luminescence, 18 h | Potency, µM (top dose mostly 46.1 µM), inactives show top-dose activity change, negative = cytotoxicity, usual class: cytotoxic | AID 588856, 2011; note: some results filed as inactive show a strong effect at the top dose
#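 HepG2 CAGA-GFP cells (1000/well, DMEM with 1% FBS) received compound, then TGF-beta at 500 pg/mL final, and were incubated 18 hours at 37 degrees C. Viability was read by CellTiter-Glo luminescence. Media-only wells were set as complete cell-killing and DMSO as no toxicity.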
# * hit, by the source's call; i = inactive; ? = inconclusive; / = no result given; & = joins results of further samples; [ ] = dose if it differs, or a comment. Calls come from the whole dose curve; as a rule, active = well fitted curve in the direction sought with a large enough effect; inconclusive = small, poorly fitted or top-dose-only effect, or another doubt; inactive = no such curve, though single readings can be large; an effect the other way counts as inactive or inconclusive. Potency is the fitted concentration of half-maximal effect.
SMILES,ATXN2 expr inh,EPAC2 antag,A549 viability,Nrf2 block,TGFb inhibitor,Nrf2 ARE act,ATXN viability,MCF10A rereplic,HepG2 tox
C(=NC12CN3CN(CN(C3)C1)C2)c1ccc2c(c1)OCO2,-2%,-3%,19%,20%,22%,-0.2%,i,-2%,-7%
O=C(NCCS(=O)(=O)N1CCN(c2ccccc2)CC1)c1ccccc1F,-11%,-3%,0%,?,2%,-0.1%,i,-1%,-1%
Cc1cccc(C)c1OCc1cc(C(=O)N(Cc2c(C)nn(C)c2C)C2CC2)no1,?,-18%,-8%,23µM*,?,-0.9%,i,?,-28%
CC/C(=C/c1sc2ccc(C)cc2[n+]1CCCS(=O)(=O)[O-])SC,-4%,-2%,-10%,-1%,27%,-0.7%,i,?,8%
CCN(CC)CCCNc1nc(CN2CCOCC2)nc2sc3c(c12)CCC3,/,9%,0%,?,-12%,0.4%,i,15%,0%
O=C(NCc1nnc(SCC(=O)N2CCCCCC2)o1)c1ccccc1F,5%,3%,1%,1%,0%,-0.8%,i,-3%,1%
CCOC(=O)C1=C(COC(=O)c2cccc(Cl)c2)NC(=O)NC1C (configuration not stated),9%,5%,4%,-2%,7%,0.3%,i,0%,16%
CCc1ccc(NC(=O)CSc2nccn2C2CCCC2)cc1,9%,/,8%,/,9%,5.7%,i,/,-20%
COc1ccc(C(C(=O)NC2CCCC2)N(CC2CCCO2)C(=O)Cc2cccs2)cc1OC (configuration not stated),-5%,6%,0%,-5%,0%,0.0%,i,3%,-2%
Cc1cccc(C(=O)NC(=S)NC(C)c2ccccc2)c1 (configuration not stated),-25%,-5%,12%,1%,-25%,4.5%,i,7%,8%
CC(C)CSc1nc2c(c(=O)[nH]c(=O)n2C)n1CCc1ccccc1,4%,9%,5%,/,-7%,-0.6%,i,0%,-13%
COc1cccc(OCC(O)CN2CCN(c3ccccc3)CC2)c1 (configuration not stated),9%,-5%&-4%,0%&9%,6%&-4%,6%&2%,-0.1%&-0.2%,i,0%&3%,2%&8%
CCCOc1cccc(C(=O)N(Cc2cc(OC)c(OC)c(OC)c2)C2CCS(=O)(=O)C2)c1 (configuration not stated),1%,/,0%,4%,-19%,-0.1%,i,/,-16%
NC(=O)c1ccsc1NC(=O)c1coc2ccccc2c1=O,32%[activator],-10%,-6%,?,-24%,2.1%,i,?,-15%
CN(C)S(=O)(=O)c1ccc(C(=O)Nc2ccc(S(=O)(=O)NC3=NCCCCC3)cc2)cc1,8%,10%,-10%,-15%,-4%,-0.5%,i,?,-15%
CCOc1ccc(OCC)c(S(=O)(=O)NCc2ccc3c(c2)OCO3)c1,3%,-2%,-5%,-11%,-2%,-1.3%,i,9%,-8%
Cc1ccc(Cl)cc1N1CCN(C(=O)c2cccc3c(=O)c(C)c(-c4ccccc4)oc23)CC1,/,13µM*,?,-87%,-29%,-0.3%,i,?,6%
O=C(O)c1cccc(-n2cccc2/C=N/O)c1,3%,5%[57.1 µM],1%,11%,1%,-0.3%,i,-5%,-5%
CC(=O)NS(=O)(=O)c1ccc(NC(=O)c2ccc3c(c2)NC(=O)CS3)cc1,3%,-8%,-2%,3%,9%,0.3%,i,-13%,3%
COc1ccccc1CCCNC(=O)C1CCC(=O)N(CCCN2CCCC2=O)C1 (configuration not stated),-4%,1%,0%,0%,0%,-0.6%,i,-2%,0%
COC(=O)Cc1csc(NCc2ccccc2)n1,5%,-2%,-3%,2%,-5%,-0.6%,i,3%,10%
COc1ccc([C@H]2C[C@@H](O)[C@H](n3cc(C4CC4)nn3)CN2CC2CCCCC2)cc1,-15%,-13%,/,/,?,0.0%,i,/,-42%
O=C(OCc1cc(=O)n2ccsc2n1)c1ccccc1O,22%,-6%,1%,2%,7%,2.7%,i,3%,-3%
Nc1[nH]c(C(=O)c2ccccc2)c(-c2ccc(Cl)cc2)c1C(=O)NCc1ccco1,9%,11%,/,/,/,0.1%,i,/,/
COc1ccc(NC(=O)CCCC(=O)c2ccccc2)cc1OC,19%,4%,5%,3%,-13%,0.2%,i,9%,-8%

# 6 compounds drawn at random from the list so far:
SMILES,ATXN2 expr inh,EPAC2 antag,A549 viability,Nrf2 block,TGFb inhibitor,Nrf2 ARE act,ATXN viability,MCF10A rereplic,HepG2 tox
O=C(NCc1nnc(SCC(=O)N2CCCCCC2)o1)c1ccccc1F,5%,3%,1%,1%,0%,-0.8%,i,-3%,1%
Cc1cccc(C(=O)NC(=S)NC(C)c2ccccc2)c1 (configuration not stated),-25%,-5%,12%,1%,-25%,4.5%,i,7%,8%
CC(C)CSc1nc2c(c(=O)[nH]c(=O)n2C)n1CCc1ccccc1,4%,9%,5%,/,-7%,-0.6%,i,0%,-13%
COC(=O)Cc1csc(NCc2ccccc2)n1,5%,-2%,-3%,2%,-5%,-0.6%,i,3%,10%
O=C(O)c1cccc(-n2cccc2/C=N/O)c1,3%,5%[57.1 µM],1%,11%,1%,-0.3%,i,-5%,-5%
NC(=O)c1ccsc1NC(=O)c1coc2ccccc2c1=O,32%[activator],-10%,-6%,?,-24%,2.1%,i,?,-15%

# Remaining list, next part.
SMILES,ATXN2 expr inh,EPAC2 antag,A549 viability,Nrf2 block,TGFb inhibitor,Nrf2 ARE act,ATXN viability,MCF10A rereplic,HepG2 tox
CC(=O)c1ccc(N2CCN(c3ncnc4c3c(-c3ccccc3)cn4-c3ccc(Cl)cc3)CC2)cc1,/,/,9%,/,6%,0.4%,/,/,-7%
Cc1ccn2c(Cc3ccccc3)c(-c3ccccc3)nc2c1,36%[activator],-21%,/,/,-3%,2.9%,i,/,-19%
CC(NC(=O)c1ccc(NC(=O)c2ccco2)cc1)c1ccccc1 (configuration not stated),4%,-5%,-1%,10%,-28%,-0.9%,i,1%,-11%
CCc1ccc(OCC(=O)Nc2ncc3c(n2)CC(C)(C)CC3=O)cc1,-11%,-8%,9%[1.84 µM],6%,-10%,-1.3%,i,-2%,-13%
CCOc1ccc(CNC(=O)Cn2c(=O)c3cccn3c3ccc(F)cc32)cc1OC,/,/,-1%,8%,-22%,-0.6%,/,/,-9%
CCCn1cc(S(=O)(=O)c2ccccc2)c(=O)c2cc(OCC)ccc21,0%,1%,5%,-22%,6%,2.0%,i,4%,4%
O=C(NCCCN1CCOCC1)c1cc(-c2ccccc2)nc2ccccc12,-3%,10%,-5%,9%,1%,0.0%,i,6%,-22%
COc1ccc([C@H]2CC(=O)C=C(c3cc4ccccc4s3)C2)cc1,29%,20%,-4%,?,-1%,2.7%,i,12%,-29%
COc1ccc(-c2c(C#N)c(N)nc3sc(C(=O)c4ccccc4)c(N)c23)cc1,-13%,8%,7%,?,15%,0.1%,/,?,4%
O=C(O)C(Cc1c[nH]c2ccccc12)NS(=O)(=O)c1ccc(Br)cc1 (configuration not stated),-1%,-24%,3%,6%,0%,1.1%,i,5%,-4%
O=C(NCc1n[nH]c(=S)n1-c1ccc(F)cc1)c1ccc(S(=O)(=O)N2CCCC2)cc1,1%,2%,-7%,2%,1%,-0.6%,i,-1%,-1%
O=C(NCc1ccc(F)cc1)c1cc(C2CCCN(C(=O)c3ccccn3)C2)on1 (configuration not stated),-14%,7%,/,/,-17%,-0.5%,i,/,-7%
COc1ccc(C)cc1-n1ccn(CC(=O)Nc2ccc(Br)cc2F)c(=O)c1=O,-11%,9%,1%,-13%,7%,-0.3%,i,-1%,-2%
CN(CC(=O)Nc1cccc(F)c1)C(=O)c1ccc(OCc2ccccc2)cc1,/,-14%,-1%,-7%,-17%,3.1%,i,8%,-19%
O=C(Nc1ccccc1)Nc1ccc(F)cc1F,/,1%[57.1 µM],30%,-8%,-1%,4.3%,i,22%,-2%
O=C(COC(=O)/C=C/c1ccc(F)cc1)Nc1ccc(S(=O)(=O)N2CCOCC2)cc1,-7%,-8%,14%,0%,-21%,2.7%,i,1%,5%
CN(C)CCN(C(=O)c1ccc2ccccc2c1)c1nc2cc3c(cc2s1)OCCO3,15%,-13%,8%,10%,-22%,-0.5%,i,-2%,-25%
O=C(N/N=C\c1ccccc1OCc1ccccc1)c1ccco1,15%,-22%,6%,13%,3%,3.9%,i,9%,-3%
CN(C(=O)CSc1nnc(-c2cccc(F)c2)n1N)C1CCS(=O)(=O)C1 (configuration not stated),-30%,-6%,-7%,-1%,-28%,-0.1%,i,4%,5%
CN(C)c1ccc(C(=O)N2CCCC(CCC(=O)N3CCN(c4ccccn4)CC3)C2)cc1 (configuration not stated),5%,-5%,-7%,?,?,0.5%,i,8%,-14%
O=P(c1ccccc1)(c1ccccc1)c1cc(Br)cc(Br)c1OCCO,-12%,-16%,-12%,?,0%,2.6%,i,5%,-15%
CCOc1ccc(NC(=O)CSc2nc(=O)n(Cc3ccccn3)c3c2CCC3)cc1,-8%,-1%,1%,?,-6%,2.2%,i,14%,-1%
CCN(CC)c1ccc(/C=C(\C#N)c2ccccn2)cc1,-11%[11.3 µM],-11%,?,?,-1%,-1.3%,/,23µM*,-18%
Cc1ccc(S(=O)(=O)NCCc2nnc(SCc3cccnc3)n2C)cc1,-1%,2%,-2%,-14%,-5%,0.2%,i,-1%,-5%
COc1ccc(-c2nc3cc(C)ccn3c2NCc2ccc3c(c2)OCO3)cc1,/,-24%,?,1%,?,5.6%,i,24%,-53%
CCOc1cc(/C=N/n2cnnc2)ccc1OC(=O)c1cccc([N+](=O)[O-])c1,-5%,-2%,0%,6%,4%,3.7%,i,-7%,-2%
CCC(=O)c1ccc(OCC(O)CN(CCc2ccccc2)Cc2ccccc2)cc1 (configuration not stated),?,-21%,?,?,?,3.6%,i,8%,-35%
CCC(CC)NC(=O)/C=C/c1ccccc1Cl,37%[activator],-6%,?,?,?,3.7%,i,17%,-22%
c1ccc(CN2CCN(c3cnc4ccccc4n3)CC2)cc1,/,-3%,-3%,25%,-13%,8.5%,i,4%,-21%

# A portion of the library, so the mix of outcomes need not match the whole.
